# Hsp70 act = switches on Hsp70 transcription; HeLa Hsp70 promoter luciferase reporter, luminescence; scaled: vehicle 0, proteasome-inhibitor control 100%; activation, % at 10 µM; actives 0.04% (n = 200,000); AID 1203;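 active means activation above the mean across all tested compounds plus 3 SD, cutoff set per campaign, cut at about 5.5% in these data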;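 further: 100% = MG132 at 30 µM as the positive control and 0% = DMSO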
# L major viab = inhibitors of Leishmania major promastigote growth | inhibition, % at 10 µM | Leishmania major promastigotes, resazurin fluorescence viability | actives 9% (n = 200,000) | AID 1063;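 further: promastigotes grown with compound for 44 hours at 28 °C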
# Redox H2O2 prof = compounds producing H2O2 with reducing agent – biochemical, NIH compound library profiling, artefact control for MLSCN library redox annotation, primary screen. DTT-dependent redox cycling H2O2, phenol red/HRP absorbance; 100% = 100 µM peroxide control, 0% = buffer. activation, % at 10 µM. actives 0.03% (n = 200,000). AID 878;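 active means activation of at least 50% relative to the plate's high and low controls in the primary single-dose screen; inactive means activation below 50%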;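 further: compound incubated with DTT at 0.8 mM final as the reducing agent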
# Diaphorase inh = inhibits diaphorase or chemically oxidizes, flagging diaphorase assay artifacts. inhibition, % at 20 µM. actives 0.69% (n = 190,000). diaphorase resazurin-to-resorufin fluorescence, NADH, 16 min; bacterial (C. kluyveri) enzyme, not human;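 active means primary screen inhibition at 20 µM above a set limit, cut at about 50% in these data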;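 further: plate controls were DMSO with full reaction for no effect and wells lacking NADH for full effect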
#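 System: Diaphorase enzyme from Clostridium kluyveri | Amount: Enzyme working solution with 0.14 U/mL diaphorase | Benchmarks: No-NADH positive control and DMSO neutral control | Signal: Fluorescence of resorufin formed from resazurin, Ex 544/Em 590 nm | Schedule: 16-min room-temperature incubation before reading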
# Diaphorase act = diaphorase activation or chemical reduction counter-screen. Diaphorase/resazurin coupled assay, resorufin fluorescence, 16 min; hits give high values; 1 = vehicle wells, 0 = NADH-free wells. AID 1229. activation factor at 20 µM. actives 0.005% (n = 190,000);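 active means diaphorase activity raised at least twofold by the compound at 20 µM; inactive means activation factor below 2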
#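 Material: purified diaphorase enzyme from Clostridium kluyveri; Also added: 0.114 mM NADH and 0.1 mM resazurin, final amounts; Doses: single compound dose of 20 µM, 1% DMSO final; Times: 16 min enzyme reaction, ambient temperature; Detection: resorufin fluorescence, excitation 544 nm, emission 590 nm; Measure: increased resorufin signal from activators or reducing compounds.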
# S1P3 antag = S1P3 (human) receptor antagonism; Q99500; CHO S1P3 NFAT-BLA reporter, FRET fluorescence, antagonist mode; actives 0.27% (n = 170,000); inhibition, % at 4.98 µM; AID 485;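 active means inhibition above the plate cutoff, the mean inhibition of test wells on that plate plus 3 SD, cut at about 28% in these data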;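 further: cells challenged with S1P at its EC80 of 0.8 µM; blue over green emission ratio from cleaved BLA substrate after 4 h stimulation; 0% = S1P-stimulated wells and 100% = unstimulated DMSO-only wells; some compounds past the cut are filed as inactive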
# TLR4 MyD88 comp = inhibitors of human TLR4-MyD88 binding; HeLa CL3-4 TLR4/MyD88 BLA complementation, FRET ratio; inhibition, % at 8.4 µM; actives 0.18% (n = 200,000); O00206+Q99836; AID 861; in the data active means inhibition above about 25%;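 further: 0% = vehicle and 100% = reference inhibitor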
# Target sequence (O00206 whole entry, looked up): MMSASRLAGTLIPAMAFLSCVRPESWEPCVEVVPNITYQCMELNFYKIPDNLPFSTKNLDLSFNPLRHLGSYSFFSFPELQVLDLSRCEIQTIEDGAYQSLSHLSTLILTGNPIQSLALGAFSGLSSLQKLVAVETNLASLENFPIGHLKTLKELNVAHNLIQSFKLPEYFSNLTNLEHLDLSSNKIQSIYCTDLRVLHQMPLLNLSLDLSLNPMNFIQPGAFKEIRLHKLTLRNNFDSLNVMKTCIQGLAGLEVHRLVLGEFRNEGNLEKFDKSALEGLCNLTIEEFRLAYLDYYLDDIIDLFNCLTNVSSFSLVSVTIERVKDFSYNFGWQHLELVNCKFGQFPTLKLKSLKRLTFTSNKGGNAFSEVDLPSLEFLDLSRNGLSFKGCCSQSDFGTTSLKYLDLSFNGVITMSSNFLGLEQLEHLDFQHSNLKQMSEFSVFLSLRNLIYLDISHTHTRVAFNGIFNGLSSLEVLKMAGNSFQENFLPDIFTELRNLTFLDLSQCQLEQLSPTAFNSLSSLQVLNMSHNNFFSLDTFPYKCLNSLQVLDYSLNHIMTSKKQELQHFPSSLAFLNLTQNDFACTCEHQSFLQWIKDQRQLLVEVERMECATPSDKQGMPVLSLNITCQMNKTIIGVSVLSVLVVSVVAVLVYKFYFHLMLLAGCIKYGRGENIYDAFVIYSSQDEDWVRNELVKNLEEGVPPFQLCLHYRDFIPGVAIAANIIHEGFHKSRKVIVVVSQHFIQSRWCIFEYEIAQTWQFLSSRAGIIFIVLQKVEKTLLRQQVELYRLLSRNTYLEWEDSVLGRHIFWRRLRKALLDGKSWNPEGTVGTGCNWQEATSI
# Target sequence (Q99836 whole entry, looked up): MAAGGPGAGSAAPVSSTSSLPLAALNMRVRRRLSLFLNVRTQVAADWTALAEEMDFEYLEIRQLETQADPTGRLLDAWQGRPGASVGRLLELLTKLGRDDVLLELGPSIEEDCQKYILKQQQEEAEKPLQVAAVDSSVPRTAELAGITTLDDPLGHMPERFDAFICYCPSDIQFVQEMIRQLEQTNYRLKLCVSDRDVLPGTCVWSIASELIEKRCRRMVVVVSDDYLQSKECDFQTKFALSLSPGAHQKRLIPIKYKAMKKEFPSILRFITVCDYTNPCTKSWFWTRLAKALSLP
# PMI act hi M6P = PMI (human) activation, high substrate | P34949 | coupled PMI enzyme assay, resazurin fluorescence, 20 min; hits give high values; 1 = untreated enzyme, 0 = substrate-free blank | activation factor at 20 µM | actives 0.34% (n = 190,000) | AID 1216;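 active means activation factor of 2 or more at 20 µM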
#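 Material: human phosphomannose isomerase with PGI, G6PDH, diaphorase coupling enzymes; amount: PMI at 15 ng/mL final; also added: Mannose-6-phosphate 1.0 mM (near-saturating) plus 0.22 mM NADP+; incubation: enzyme reaction with compound 20 min at room temperature; signal: resorufin fluorescence (Ex 544/Em 590 nm) from resazurin via diaphorase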
# G6PDH CS = counter-screen for G6PDH assay hits: L. mesenteroides G6PDH inhibition; Purified L. mesenteroides G6PDH, diaphorase/resazurin coupled fluorescence, 45 min; AID 1020; actives 0.12% (n = 200,000); inhibition, % at 5 µM
# PMI act = increases human mannose-6-phosphate isomerase activity | actives 0.005% (n = 190,000) | purified human PMI, coupled resazurin fluorescence, 20 min; hits give high values; 1 = vehicle control, 0 substrate-free wells | AID 1214 | activation factor at 20 µM | P34949;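 active means activation factor of 2 or more at 20 µM, relative to plate controls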
# RAM network inh = yeast RAM network inhibition. S. cerevisiae dse1pr::URA3 reporter, 5-FOA growth OD615, 2 d; analog-sensitive cbk1-as2 kinase mutant strain. inhibition, % at 50 µM. actives 1.8% (n = 190,000);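 active means inhibition above a set limit, 3 SD over mean compound inhibition, cut at about 8.4% in these data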;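 further: 0% = DMSO-only wells with no growth and 100% = 10 µM 1-NA-PP1 full growth; inhibition rescues growth on 5-FOA so higher OD means more RAM inhibition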
# * hit, by the source's call; / = no result given. Unless noted, no stated cut-off is given here; in the data, active means inhibition above about 50%; inactive means the rest. Outcome played no part in choosing rows (roughly 12% active in at least one column).
molecule	Hsp70 act	L major viab	Redox H2O2 prof	Diaphorase inh	Diaphorase act	S1P3 antag	TLR4 MyD88 comp	PMI act hi M6P	G6PDH CS	PMI act	RAM network inh
CCCCCCN(C(=O)CCCCCN1C(=O)NC(c2ccc(-c3ccccc3)cc2)C(C(=O)OCc2ccccc2)=C1C)C(C)C(=O)NCCCC (stereo unspecified)	-0.2	-2	2.8	23	0.8	-11	0	0.8	20	0.9	28*
Cc1cc(C)nc(SCc2nc3nc(C)cc(C)n3c2Br)n1	-0.2	-1	2.1	10	0.9	/	7	1.1	6	1	0.3
OCCNCCCCOc1ccc(F)cc1	-0.4	63*	2.2	7	0.9	/	-8	1.1	1	1.1	1.6
O=C(Nc1ccc2c(c1)OCO2)C1CCN(S(=O)(=O)c2cccs2)CC1	-0.3	10	3.2	8	0.9	/	-5	0.9	7	1	1.4
CS(=O)(=O)N1CCc2cc(C(=O)O)ccc21	-0.3	-2	-0.8	1	1	-2	3	0.9	7	0.9	1.2
N#CC1=C2SCN(Cc3ccco3)CN2C(=O)CC1c1c(F)cccc1Cl (stereo unspecified)	-0.3	75*	-0.6	48	0.5	-11	-5	1.3	18	1	0.3
CC(C)(C)NC(=O)C(Cc1ccccc1)NS(=O)(=O)c1ccc2c(c1)CCC(=O)N2 (stereo unspecified)	-0.4	7	-1.1	3	1	14	-20	1	0	1	2.7
O=C(CCSCCc1ccccn1)Nc1c(F)cc(F)cc1Br	-0.2	37	4.8	2	1	-7	1	1.1	4	1	3.5
COc1ccc(N=C(C)C2=C(O)c3ccccc3C2=O)cc1	-0.1	56*	0.2	15	0.8	0	-3	0.9	-1	1	0.7
O=C(C[n+]1ccn(CCCNP2(=O)C=C(c3ccccc3)OC(c3ccccc3)=C2)c1)c1cccs1	0.3	-2	-2.0	-3	1	-18	-13	1.1	4	1.2	0.7
O=[N+]([O-])c1ccc(OC/C=C2\Oc3ccc([N+](=O)[O-])cc3C2N2CCOCC2)cc1 (stereo unspecified)	-0.2	48	2.9	11	0.9	/	-19	0.8	-42	0.9	2.4
Cc1c(NCc2cc(Cl)cc(Cl)c2O)c(=O)n(-c2ccccc2)n1C	-0.2	-6	-0.5	19	0.8	/	9	1	9	1.1	0.8
COc1ccc(C(C(=O)NC2CCCC2)N2CCc3ccccc32)cc1 (stereo unspecified)	-0.1	35	0.1	4	1	5	0	1	-8	0.9	3.1
CN(C)CCNc1nc(-c2ccco2)c2c(c1C#N)CC(C)(C)OC2	-0.5	2	-0.7	14	0.9	/	-5	0.9	-17	1	1.3
O=[N+]([O-])c1cccc(/C=N/n2cnnc2)c1O	0.0	68*	-0.6	0	1	3	11	1.1	2	1.1	-1.3
COc1ccccc1Oc1ccc(S(=O)(=O)N2CCCC2)cc1	-0.2	99*	0.8	18	0.8	11	9	0.9	2	0.9	0.9
O=C(CSc1cn(Cc2cccc(F)c2)c2ccccc12)NCc1ccc(F)cc1	-0.1	-4	1.2	7	0.9	5	5	1	21	1.1	9.9*
COc1cc(/C=N/NC(=O)c2ccc(CSc3nc4ccccc4[nH]3)cc2)ccc1O	-0.1	0	-2.6	8	0.9	-3	-1	1	0	1	0.0
C/C(=N\NC(=O)c1ccc(=O)[nH]n1)c1cccnc1	-0.4	30	-0.4	7	0.9	-6	11	1	0	1	0.3
CC(=O)Nc1ccc(NC(=O)COC(=O)c2ccco2)cc1	0.8	18	-0.2	10	0.9	-9	2	0.9	-3	1	-1.1
CCOc1ccccc1N(C(=O)CNC(=O)c1ccco1)C(C(=O)NC1CCCC1)c1cccnc1 (stereo unspecified)	0.1	6	1.8	10	0.9	-6	3	1	2	1	-0.7
CC(C)CC(=O)NC(NC(=S)Nc1cccc2cccnc12)C(Cl)(Cl)Cl (stereo unspecified)	0.1	52*	-7.6	19	0.8	/	-4	0.8	7	0.9	5.8
C=CCNC(=O)c1onc(CSc2cc(C)ccc2C)c1C(=O)O	0.0	-5	15	6	0.9	/	9	1	-3	1	0.6
N=c1sccn1CC(=O)NC(c1ccccc1)c1ccccc1	-0.1	6	0.0	0	1	-5	4	0.9	4	1	1.2
CCc1ccc(CCC(=O)Nc2ccc(C(C)=O)cc2)o1	-0.1	-2	0.6	-2	1	/	-19	1.1	8	1	1.2
CN(C)c1ccc(C(=O)NNC(=O)Nc2ccccc2)cc1	-0.1	2	0.4	12	0.9	-15	-1	1	3	1	1.6
O=C(CSc1nnc(Cc2ccccc2)o1)N1CCCc2ccccc21	-0.2	-7	-0.7	13	0.9	19	-5	0.9	0	0.8	0.1
Cc1ccc(-n2c3c(cc(C(=O)NC4CCSC4=O)c2=O)C(=O)CC(C)(C)C3)cc1 (stereo unspecified)	-0.2	-1	0.2	12	0.9	/	4	1	2	0.9	-0.3
CCOC(=O)c1sc(NS(=O)(=O)c2ccc(C)cc2)nc1C	-0.1	-8	1.5	7	0.9	/	-14	0.8	7	0.9	-1.1
CCOc1ccc(OCC)c(NC(=O)CN2CCC(NC(=O)c3cccc(F)c3)CC2)c1	-0.4	12	0.3	5	0.9	/	-19	1	7	1	0.9

# Structural class, the entries above containing a COOH group (two)
molecule	Hsp70 act	L major viab	Redox H2O2 prof	Diaphorase inh	Diaphorase act	S1P3 antag	TLR4 MyD88 comp	PMI act hi M6P	G6PDH CS	PMI act	RAM network inh
CS(=O)(=O)N1CCc2cc(C(=O)O)ccc21	-0.3	-2	-0.8	1	1	-2	3	0.9	7	0.9	1.2
C=CCNC(=O)c1onc(CSc2cc(C)ccc2C)c1C(=O)O	0.0	-5	15	6	0.9	/	9	1	-3	1	0.6

# The main list resumes; the six compounds before the break are reprinted first.
molecule	Hsp70 act	L major viab	Redox H2O2 prof	Diaphorase inh	Diaphorase act	S1P3 antag	TLR4 MyD88 comp	PMI act hi M6P	G6PDH CS	PMI act	RAM network inh
CCc1ccc(CCC(=O)Nc2ccc(C(C)=O)cc2)o1	-0.1	-2	0.6	-2	1	/	-19	1.1	8	1	1.2
CN(C)c1ccc(C(=O)NNC(=O)Nc2ccccc2)cc1	-0.1	2	0.4	12	0.9	-15	-1	1	3	1	1.6
O=C(CSc1nnc(Cc2ccccc2)o1)N1CCCc2ccccc21	-0.2	-7	-0.7	13	0.9	19	-5	0.9	0	0.8	0.1
Cc1ccc(-n2c3c(cc(C(=O)NC4CCSC4=O)c2=O)C(=O)CC(C)(C)C3)cc1 (stereo unspecified)	-0.2	-1	0.2	12	0.9	/	4	1	2	0.9	-0.3
CCOC(=O)c1sc(NS(=O)(=O)c2ccc(C)cc2)nc1C	-0.1	-8	1.5	7	0.9	/	-14	0.8	7	0.9	-1.1
CCOc1ccc(OCC)c(NC(=O)CN2CCC(NC(=O)c3cccc(F)c3)CC2)c1	-0.4	12	0.3	5	0.9	/	-19	1	7	1	0.9
CCOC(=O)c1[nH]c2ccc(Br)cc2c1NC(=O)CCN1CCCCC1	-0.2	0	-0.6	11	0.9	-2	8	1	8	1.1	1.3
O=C(Cc1ccc(Cl)cc1)NCCS(=O)c1ccc(Cl)cc1 (stereo unspecified)	0.0	-6	1.9	9	0.9	/	-7	0.9	3	0.9	-0.3
CC(=O)OCC1=C(C(=O)O)N2C(=O)C(NC(=O)c3ccc(COc4ccc(Cl)cc4)o3)C2SC1 (stereo unspecified)	0.1	-9	-0.9	17	0.8	11	-6	0.8	8	0.9	1.5
CCOc1cccc(N(C(=O)Cc2cccs2)C(C(=O)NC2CCCCC2)c2cccn2C)c1 (stereo unspecified)	0.0	49	0.6	11	0.9	/	5	1	9	1	0.2
Cc1ccc(C(=O)Nc2ccc3nccnc3c2)cc1	-0.1	3	1.3	5	0.9	/	-4	1.1	-1	1	0.3
CCOC(=O)C1(Cc2cccc(OC)c2)CCN(Cc2ccc(OC)c(OC)c2)CC1	-0.3	91*	0.2	6	0.9	3	-4	0.9	8	0.9	1.8
O=C(Cc1ccc(F)cc1)Nc1nnc(SCC(=O)N2CCCCC2)s1	0.1	-8	-0.3	-10	1.1	0	-6	1.1	2	1	5.8
OC(CNCC1CCCO1)COc1ccc(OCC(O)CNCC2CCCO2)cc1 (stereo unspecified)	0.7	2	0.5	-7	1.1	/	8	0.9	6	1	3.0
COc1ccc(S(=O)(=O)NN(C)C)cc1N(C)S(=O)(=O)c1ccc(Cl)cc1	-0.4	-5	-0.7	9	0.9	4	-8	0.9	-6	0.9	0.1
O=C(NCc1cccnc1)C1CCN(S(=O)(=O)c2cccnc2)CC1	-0.1	-2	-0.7	-8	1.1	/	8	1.1	4	1.1	0.7
Cc1ccc(C2c3c(oc4cc(C)c(C)cc4c3=O)C(=O)N2CCCN2CCOCC2)cc1 (stereo unspecified)	-0.4	10	-2.2	-1	1	-26	-23	1	-22	1	/
NC(=O)c1sc2nc3c(c(-c4cccs4)c2c1N)CCCCC3	-0.1	15	-2.5	16	0.8	/	8	1	4	1	1.4
O=[N+]([O-])c1ccccc1S(=O)(=O)NCc1ccco1	-0.3	-2	-0.7	4	1	-25	-9	1	-1	1	1.1

# Screening results: PubChem BioAssay, several laboratories
